Screening results from PubChem.
IP6K1 inhibitor – inhibitors of human IP6K1. hit rate 0.81% among 140,000. AID 1645851. IP6K1 kinase, ADP-Glo luminescence, 2 h; hits give low values. activity change, % (series mostly up to about 58 µM). Q92551; in the data active means activity change below about -25%
Target sequence (Q92551 whole entry, looked up): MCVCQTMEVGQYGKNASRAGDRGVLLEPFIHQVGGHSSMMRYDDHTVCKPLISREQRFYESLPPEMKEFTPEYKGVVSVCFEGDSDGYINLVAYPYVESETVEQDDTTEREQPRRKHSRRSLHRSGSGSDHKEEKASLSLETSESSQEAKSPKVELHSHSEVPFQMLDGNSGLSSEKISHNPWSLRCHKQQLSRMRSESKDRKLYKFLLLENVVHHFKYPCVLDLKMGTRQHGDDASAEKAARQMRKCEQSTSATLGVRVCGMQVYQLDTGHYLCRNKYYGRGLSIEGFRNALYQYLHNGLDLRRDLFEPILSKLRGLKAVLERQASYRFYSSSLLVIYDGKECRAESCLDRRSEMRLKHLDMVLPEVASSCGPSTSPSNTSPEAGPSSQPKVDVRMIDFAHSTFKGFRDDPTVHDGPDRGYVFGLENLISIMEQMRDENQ
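ADP-Glo luminescence measures ADP made by human IP6K1 during a 2 h RT reaction with ATP/IP6 (mix at 1.3 mM/130 uM); top library doses 57.5 and 19.1 uM final.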
HEK293 tox – cytotoxic compounds in HEK 293 cells. AID 1345083. hit rate 6.6% among 94,000. HEK 293 viability, ATP luminescence (CellTiter-Glo), 48-72 h. Potency, µM (doses to about 115 µM), for inactives: at the top dose activity change, negative = cytotoxicity, usual class: inhibitors; further: potency means the concentration at half of the fitted maximal effect; nearly all actives have a fitted effect of over 60% in size
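qHTS cytotoxicity; HEK 293, 250 cells/well; compound pinned; 48 or 72 hr, 37 degree Celsius, 5% CO2, 95% humidity; CellTiter-Glo, 10 min RT; luminescence (ATP).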
HEK293 viab – cell viability loss counter-screen; HEK-293-SNCA-luc viability, GF-AFC fluorescence, 24 h; Potency, µM (top dose mostly 57.1 µM), without a hit: at the top dose activity change, negative = cytotoxicity, most hits filed as cytotoxic; hit rate 0.12% among 150,000; AID 1671193;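 further: potency means the concentration at half of the fitted maximal effect; 0% = DMSO-treated cells and -100% = medium-only wells without cells; nearly all actives have a fitted effect of over 30% in size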
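HEK-293-SNCA-luc cells (1500/well) plated 24 h, then exposed 24 h to a dilution series; GF-AFC added 30 min at 37C, fluorescence 405/540 nm; normalised to medium-only and DMSO wells, Hill fit.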
GPT2 inh – inhibitors of human GPT2 alanine aminotransferase; Recombinant GPT2, coupled pyruvate oxidase/HRP Amplex Red fluorescence; Potency, µM (highest dose often 57.7 µM), without a hit: top-dose activity change, negative = inhibition, most hits filed as inhibitors; hit rate 0.25% among 100,000; Q8TD30; further: potency means the concentration at half of the fitted maximal effect; nearly all actives have a fitted effect of over 60% in size; many of its hits are not listed in these tables
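Fluorescence read-out: pyruvate from GPT2 turnover coupled to pyruvate oxidase, HRP and Amplex Red (0.2mM ThPP, 0.2U/mL PO and HRP, 50uM Amplex final). Substrates 250uM a-KG, 2mM L-alanine; enzyme 10ng/uL; 30 min RT.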
FLuc inh – blocks purified firefly luciferase enzyme activity; AID 1347043; purified P. pyralis luciferase, luminescence, biochemical; P08659; hit rate 2.5% among 76,000; Potency, µM (doses to about 115 µM), for inactives: top-dose activity change, negative = inhibition, most hits filed as inhibitors; further: potency means the concentration at half of the fitted maximal effect; nearly all actives have a fitted effect of over 65% in size
Target sequence (P08659 whole entry, looked up): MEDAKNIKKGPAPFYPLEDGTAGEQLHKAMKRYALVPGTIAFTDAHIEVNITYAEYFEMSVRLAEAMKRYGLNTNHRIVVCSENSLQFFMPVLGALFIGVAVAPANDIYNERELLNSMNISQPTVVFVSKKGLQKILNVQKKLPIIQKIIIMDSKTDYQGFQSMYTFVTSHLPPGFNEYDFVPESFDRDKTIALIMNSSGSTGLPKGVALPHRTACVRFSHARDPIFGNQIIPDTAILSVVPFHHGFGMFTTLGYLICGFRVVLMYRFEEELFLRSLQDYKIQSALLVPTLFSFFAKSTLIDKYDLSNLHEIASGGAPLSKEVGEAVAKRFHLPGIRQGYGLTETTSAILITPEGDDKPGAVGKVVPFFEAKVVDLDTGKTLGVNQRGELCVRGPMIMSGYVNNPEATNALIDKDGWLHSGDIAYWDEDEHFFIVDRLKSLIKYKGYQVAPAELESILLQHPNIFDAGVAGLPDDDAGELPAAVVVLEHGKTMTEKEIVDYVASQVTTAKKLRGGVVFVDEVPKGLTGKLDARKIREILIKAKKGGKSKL
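Purified P. pyralis luciferase (10nM final) in 50mM Tris acetate pH 7.5, 10mM Mg acetate, 0.01% Tween-20, 0.05% BSA with 10uM D-luciferin and 10uM ATP. Compounds titrated qHTS. Luminescence imaged on CCD.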
SNCA expr inh – reduces expression of the alpha-synuclein gene. HEK-293 SNCA-luciferase knock-in, luminescence, 24 h. Potency, µM (doses to about 57.2 µM), for inactives: top-dose activity change, negative = inhibition, most hits filed as inhibitors. hit rate 0.17% among 140,000;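 further: potency means the concentration at half of the fitted maximal effect; plate controls were DMSO cells for no effect and cell-free wells for full effect; nearly all actives have a fitted effect of over 45% in size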
NIH3T3 tox – cytotoxic compounds in NIH 3T3 cells. NIH 3T3 viability, CellTiter-Glo ATP luminescence, 48-72 h. hit rate 4.3% among 94,000. AID 1345082. Potency, µM (top dose mostly 96.7 µM), for inactives: top-dose activity change, negative = cytotoxicity, usual class: inhibitors; further: potency means the concentration at half of the fitted maximal effect; nearly all actives have a fitted effect of over 55% in size
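Luminescent ATP readout (CellTiter-Glo, 10 min RT) after 48 or 72 hr compound exposure of NIH 3T3 cells seeded at 400 cells/well in 1536-well format; quantitative HTS.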
Starred values were filed as active, the others as inactive; i = inactive; ? = inconclusive; · = no result given; [ ] = another dose, or the depositor's remark. Unless noted, the call rests on the fitted dose curve; in most records, active means well fitted curve in the direction sought with a large enough effect; inconclusive means small, poorly fitted or top-dose-only effect, or another doubt; inactive means no such curve, though single readings can be large; an effect the other way counts as inactive or inconclusive. Unless noted, on the % scale 0 is the no-effect control and ±100 the full control effect. These rows are one share of the data, so the mix of outcomes need not match the whole.

molecule	IP6K1 inhibitor	HEK293 tox	HEK293 viab	GPT2 inh	FLuc inh	SNCA expr inh	NIH3T3 tox
COc1ccc(NC(=O)C(C)(C)Oc2nn(C(C)C)c3ccc(CN4CCOCC4)cc23)cc1	-6	-26%	-12%	1%	-9%	-21%	?
COc1ccc(C)cc1NC(=O)C(=O)NCCc1sc(-c2ccc(Cl)cc2)nc1C	-10	·	-4%	·	·	73%[activator]	·
CC(=O)c1ccc(NC(=O)CSc2nccn2Cc2ccc3c(c2)OCO3)cc1	-15	·	5%	·	·	-7%	·
COc1ccc(CC(=O)N(C)C2CCc3ccccc3C2)cc1 (stereo not drawn)	13	?	-18%[87.6 µM]	3%[88.5 µM]	-8%[172 µM]	-17%[87.6 µM]	?
CN1C(=O)CS(=O)(=O)C12CCN(C(=O)c1ccc(Cl)cc1)CC2	-5	-11%	7%	-11%	-1%	14%	-12%
CC(C)c1ccc(N2CC(C(=O)NCc3nc(C(C)C)no3)CC2=O)cc1 (stereo not drawn)	9	-5%	15%	?	-1%	-8%	-18%
COc1ccc(C(C)NC(=O)c2ccc(Cn3ccn4nc5c(c4c3=O)CCCC5)cc2)cc1 (stereo not drawn)	7	?	?	3%	10%	-1%	-20%
Cc1cccc(N2CCN(C(=O)CN3CCSc4ccccc43)CC2C)c1 (stereo not drawn)	14	·	-1%	·	·	-6%	·
CCNC(=O)N1CCC[C@@H](O)[C@H](NC(=O)c2ccc(OCc3c(C)noc3C)cc2)C1	0	-1%[172 µM]	-8%[87.6 µM]	?	-5%[172 µM]	18%[87.6 µM]	-31%[174 µM]
CCC(C(=O)NCCc1ccc(Cl)cc1)n1ccc2cc(S(=O)(=O)N3CCCCC3)ccc21 (stereo not drawn)	19	·	-15%	·	·	?	·
COc1ccc(N2CCN(c3csc4ccccc4c3=O)CC2)cc1	-2	·	-14%	·	·	65%[activator]	·
COC(=O)c1c(S(=O)(=O)N2CCCCCCC2)sc2c1CCN(C(=O)C1CC=CCC1)C2 (stereo not drawn)	6	45µM*	-12%	-6%	-3%	10%	?
O=C(c1cc(C2CC2)nc2onc(C3CCCNC3)c12)N1CCOCC1 (stereo not drawn)	9	-14%	9%	i	·	-9%	-21%
c1ccc(CCc2noc(CN3CCCCC3CCn3cccn3)n2)cc1 (stereo not drawn)	2	?	3%	-16%	0%	0%	-27%
COc1ccccc1CN1CC[C@@H](CO)N(C)c2ncccc2C1	-11	?	-2%[87.6 µM]	-6%[88.5 µM]	-9%[172 µM]	21%[87.6 µM]	35µM*
Cc1nc(N2CCN(C(=O)c3ccc(C(C)(C)C)cc3)CC2)cc(C(F)(F)F)n1	6	?	0%	i	-7%	?	?
Cc1cn2nc(C(=O)N3CCC(C(=O)NCCc4ccccc4)CC3)cc2c(=O)[nH]1	2	1%	-6%	i	-11%	-3%	i
COc1ccc(OC)c(CNC(=O)c2cnc(N(C)C)nc2)c1	-3	·	7%	·	·	-19%	·
O=C(C1CCCCC1)N1CCC(C2CCN(Cc3cccc(F)c3F)CC2)C1 (stereo not drawn)	1	79µM*	-8%	-3%	-1%	-10%	?
Cc1ccc(C(=O)c2oc3ccccc3c2NC(=O)COc2ccc(C(C)C)cc2)cc1	-18	·	3%	·	·	17%	·
Cn1ncc2c(C(=O)Nc3ccc(F)cc3)cc(-c3ccc(Cl)cc3Cl)nc21	7	1%	?	?	·	-7%	-15%
CCOC(=O)CC(NC(=O)c1cc2c(=O)n3cccc(C)c3nc2s1)c1ccc(OCC)c(OC)c1 (stereo not drawn)	15	·	7%	·	·	13%	·
COc1ccc(-c2nnc(C3CCN(C(=O)c4ccccc4F)CC3)o2)cc1	-29*	·	?	·	·	?	·
O=C1C(OCC2CC2)C2(CCCCC2)N1C1CCN(Cc2ccncc2F)CC1 (stereo not drawn)	9	?	-12%	1%	-3%	-29%	-30%
CN(C)C(=O)N1CCN(C(=O)c2cccc(-c3ccccn3)c2)CC1	-6	-15%[172 µM]	13%[12.5 µM]	i	·	-8%[87.6 µM]	-12%[138 µM]
CC(C)(C)c1coc([C@@H]2COCCN2C2CCCCC2)n1	13	-1%[230 µM]	-15%[87.6 µM]	-8%[88.5 µM]	4%[230 µM]	-6%[87.6 µM]	-4%[174 µM]
CNc1nccc(N2CCC(CC(=O)NCc3ccncc3)CC2)n1	12	?	-1%	-2%	7%	-8%	-13%
CCN1CCC(O)(c2csc(CN(CC)CC)n2)CC1	8	3%[172 µM]	-7%[87.6 µM]	-4%[88.5 µM]	6%[172 µM]	1%[87.6 µM]	i
Cc1nnc2n1C(C)CN(C(=O)CCCn1nnc(-c3ccc(F)cc3)n1)C2 (stereo not drawn)	29	2%	-6%	-9%	5%	23%	i
COc1cccc(-c2cccc(C(=O)N3CCN(C(=O)c4ccccc4)CC3)c2)c1	6	?	10%[12.5 µM]	-10%	·	-1%	?
Cc1ccc(CN(C(=O)c2ccc(F)cc2)c2ccccn2)o1	10	·	6%	·	·	11%	·
CCOC(=O)[C@H]1C[C@]2(CCCCN(CCOC(C)=O)C2=O)N(C(=O)OCC)[C@H]1c1ccco1	-1	?	·	·	·	·	-22%
COC(=O)CNC(=O)c1cn2cc(-c3cccc(C(F)(F)F)c3)sc2n1	7	-15%	3%	1%	·	-14%	-22%
COCCN1CCCC[C@]2(C[C@H](C(=O)O)[C@H](c3ccco3)N2C(=O)CC(C)(C)C)C1=O	3	-24%	·	·	·	·	?
CCOCC(=O)N1CCC2(CC1)CC(c1ccccc1)C(=O)N2C (stereo not drawn)	3	-7%	2%	0%	5%	-3%	-1%
O=C(c1ccc(Cl)cc1)N1CC2(CCCN2Cc2ccccn2)Cc2ccccc21 (stereo not drawn)	-6	?	-25%	-2%	·	-12%	?
CCn1nc(-c2ccc3c(c2)OCCO3)nc1N(C)C	27	-9%	-6%	?	40µM*	145%[activator]	-10%
CCOCCCNC(=O)Cn1cc2c(n1)-c1c(oc(C(=O)N3CCCC3)c1C)CC2	30	·	15%	·	·	?	·
CC1CCC2(CC1)NC(=O)N(CC(=O)Nc1ccc(F)cc1F)C2=O (stereo not drawn)	3	?	-4%	i	0%	0%	-11%
O=C(O)c1cccc(C2CCCN(C(=O)c3ccc4c(c3)ncn4CCO)C2)c1 (stereo not drawn)	-6	0%	5%	i	?	13%	i
CCn1ccc2c(OCC(=O)NCc3ccc(F)cc3)cccc2c1=O	29	·	8%	·	·	13%	·
COc1ccc(CN2CC3(CCN(C(=O)Nc4cccc(Cl)c4)CC3)C2=O)cc1	39	?	?	i	6%	-11%	?
Cc1cccc(N2CCN(c3ncnc4c3nc3n4CCCCC3)CC2)c1C	14	·	-8%	·	·	37%[activator]	·
O=C1CC(c2ccccc2)N(C(=O)CNC(=O)c2ccc3ccccc3n2)CCCCCCN1 (stereo not drawn)	0	-30%	7%	-7%	5%	40%[activator]	-17%
COc1cccc(CN2CCOc3ccc(C(=O)NCc4ccc(C)cc4)cc3C2)c1	2	?	8%	?	1%	-11%	?
Cc1cccc(CNC(=O)CSCc2cnn(-c3ccccc3)c2-n2cccc2)c1	19	·	3%	·	·	?	·
Cc1cc(C)c(NC(=O)c2cc3c(=O)n4ccccc4nc3n2C)c(C)c1	26	·	?	·	·	-23%	·
COc1ccc(C2(C(=O)N3CCc4nn(C)c(=O)n4CC3)CC2)cc1	15	-9%	-4%	-27%	0%	-6%	-16%
COc1ccc(-c2cn(CCn3[nH]c(=O)c4ccccc4c3=O)nn2)cn1	-11	i	0%	2%	3%	-14%	-3%
CC(C(=O)O)c1ccc2c(c1)Cc1cccnc1O2 (stereo not drawn)	-5	·	5%[23.9 µM]	i	·	-5%[25.6 µM]	·

(further entries)
molecule	IP6K1 inhibitor	HEK293 tox	HEK293 viab	GPT2 inh	FLuc inh	SNCA expr inh	NIH3T3 tox
N#Cc1c(NC(=O)c2cc3nc(-c4ccc(Br)cc4)cc(C(F)(F)F)n3n2)sc2c1CCCC2	-8	·	23%	·	·	-12%	·
Cc1cc(C)n(CC(=O)N2CCCCCNC(=O)CC2c2ccccc2)n1 (stereo not drawn)	10	i	-3%	i	3%	-6%	-13%
O=C(NC1CCCCC1)N1Cc2[nH]cnc2C[C@H]1c1nc(-c2cccc([N+](=O)[O-])c2)no1	-23	-15%	-15%	-13%	3%	56%[activator]	?
C=C(C(=O)O)[C@@H]1CC[C@@]2(C)CC[C@@H](O)C(=C)C2C1 (stereo partly drawn)	20	·	-20%	i	·	·	·
O=C(NCc1ccncc1)c1nc2c(o1)CCN(Cc1nccs1)CC2	17	?	-7%[87.6 µM]	-21%[88.5 µM]	-12%[172 µM]	-25%[87.6 µM]	-22%[138 µM]
CC(C)COC(=O)N1C[C@H](C(N)=O)[C@H]2c3ccccc3N(CC3CC3)C(=O)[C@]21C	-1	?	·	·	·	·	?
O=C(NCc1ccc(Cl)cc1)c1ccc2c(c1)NC(=O)C(CS(=O)(=O)Cc1ccccc1Cl)N2 (stereo not drawn)	1	·	?	·	·	-2%	·
CCN(CC)CCNC(=O)c1cc(Br)c(N)cc1OC	16	·	18%[23.9 µM]	1%	·	7%[25.6 µM]	·
COc1ccc(C(=O)Nc2ccc(-c3noc([C@@H]4CCCN4Cc4ccc(S(C)(=O)=O)cc4)n3)cn2)cc1	9	?	-25%	0%	?	0%	-30%
Cn1nccc1C(=O)N1CCC(N2CC3(CCCCC3)C2c2ccncc2)CC1 (stereo not drawn)	-3	5%	-7%	-4%	·	-4%	0%
CCc1ccc(-n2nc(C)c3c(C)cc(=O)n(CC(=O)Nc4ccccc4C(=O)OC)c32)cc1	2	·	-8%	·	·	?	·
Cc1ccc(CNC(=O)N2CCCC(CN3CCCC3)CC2)cc1 (stereo not drawn)	-11	-14%	6%	i	-19%	27%	-18%
COc1ccc(OCc2nc3c4c(-c5ccccc5)c(-c5ccccc5)oc4ncn3n2)cc1	19	·	17%	·	·	15%	·
